NOD2 RIPK2 PPI: NOD2-RIPK2 binding disruptors in cells, primary screen, fluorescence, CHO cells, BLA complementation; Receptor-interacting serine/threonine-protein kinase 2 (Homo sapiens), O43353; hit rate 0.38% among 360,000; CCF4 ratio; inhibition, % at 4.98 µM; in the data active = inhibition above about 21%;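 note: 0% = vehicle only and 100% = reference blocker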
Target sequence (O43353 whole entry, looked up): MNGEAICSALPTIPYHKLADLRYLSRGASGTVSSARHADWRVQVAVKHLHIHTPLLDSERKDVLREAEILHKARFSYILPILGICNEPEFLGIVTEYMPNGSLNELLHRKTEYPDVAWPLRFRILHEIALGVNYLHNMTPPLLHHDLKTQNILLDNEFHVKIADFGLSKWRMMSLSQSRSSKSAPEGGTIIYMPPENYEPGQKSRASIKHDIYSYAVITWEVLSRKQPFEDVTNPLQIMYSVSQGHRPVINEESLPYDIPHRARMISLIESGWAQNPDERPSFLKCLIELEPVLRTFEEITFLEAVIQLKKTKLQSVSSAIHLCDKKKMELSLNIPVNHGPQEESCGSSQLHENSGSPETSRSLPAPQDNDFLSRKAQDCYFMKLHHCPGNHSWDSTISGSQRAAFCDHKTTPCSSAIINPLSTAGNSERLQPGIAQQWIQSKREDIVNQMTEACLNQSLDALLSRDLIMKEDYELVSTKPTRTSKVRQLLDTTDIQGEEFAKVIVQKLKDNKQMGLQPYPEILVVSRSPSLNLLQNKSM
SRC2 inh: inhibition of GAL4-SRC2 driven luciferase reporter, primary screen, SRC2 inhibitor project, cell-based, luminescence; hit rate 0.17% among 370,000; HEK293 GAL4-SRC2 luciferase reporter; inhibition, % at 9 µM;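 active = inhibition above the mean inhibition of all tested compounds plus 3 SD, set per campaign, cut at about 52% in these data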;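 note: 0% = DMSO treated cells and 100% = cells given Gossypol at 36 µM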
Vif inh: HIV Vif self-association inhibitors, primary screen, imaging, HEK293T, single point; HEK293T cells, Vif self-association by quenched fluorescence, 24 h; inhibition, % at 7.49 µM; hit rate 0.35% among 340,000; AID 602346, 2012; in the data active = inhibition above about 50%, passing the limit was not always enough; note: some results filed as inactive read as strong as hits
NR2F2 inh: NR2F2 transcriptional activity inhibitors, primary screen, cell-based, luciferase reporter, HEK293T, luminescence | COUP transcription factor 2 (Homo sapiens), P24468 | HEK293T NGFI-A luciferase reporter | inhibition, % at 8.6 µM | hit rate 0.7% among 370,000 | AID 686940, 2013;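 active = inhibition above a per-plate cutoff, mean inhibition of test wells between control levels plus 3 SD, cut at about 38% in these data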;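 note: cells cotransfected with COUP-TFII expression vector driving the NGFI-A reporter; 0% = median of COUP-TF2 test wells and 100% = reporter-only cells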
LRH-1 inv ag: LRH-1 (NR5A2) inverse agonists, primary screen, cell-based, luminescence, HEK293T, StAR-luciferase reporter. Nuclear receptor subfamily 5 group A member 2 (Homo sapiens), O00482. LRH-1 transfected, 24 h. inhibition, % at 3.6 µM. hit rate 0.13% among 360,000. AID 602396, 2012;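 active = inhibition above the mean inhibition of all tested compounds plus 3 SD, cut at about 73% in these data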;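 note: 0% = DMSO wells and 100% = reporter-only cells lacking LRH-1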
Target sequence (O00482 whole entry, looked up): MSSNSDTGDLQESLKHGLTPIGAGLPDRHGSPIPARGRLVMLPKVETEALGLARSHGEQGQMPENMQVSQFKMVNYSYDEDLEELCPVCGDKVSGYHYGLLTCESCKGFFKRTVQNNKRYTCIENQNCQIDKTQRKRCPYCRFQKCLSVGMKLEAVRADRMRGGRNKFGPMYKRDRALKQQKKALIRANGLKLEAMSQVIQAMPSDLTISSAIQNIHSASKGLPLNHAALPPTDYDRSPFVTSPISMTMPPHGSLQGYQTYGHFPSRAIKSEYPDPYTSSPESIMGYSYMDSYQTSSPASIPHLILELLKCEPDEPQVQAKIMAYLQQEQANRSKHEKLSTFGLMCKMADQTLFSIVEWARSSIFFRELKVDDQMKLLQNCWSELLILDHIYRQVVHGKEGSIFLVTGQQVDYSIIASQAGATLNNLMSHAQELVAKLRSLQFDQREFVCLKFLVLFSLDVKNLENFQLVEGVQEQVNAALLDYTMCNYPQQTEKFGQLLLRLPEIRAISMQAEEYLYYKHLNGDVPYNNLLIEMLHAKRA
SRC1 inh: SRC1 coactivator transcriptional activity inhibitors, primary screen, cell-based, luminescence. AID 588354, 2011. hit rate 0.12% among 360,000. inhibition, % at 3.6 µM. HEK293 GAL4-SRC1 luciferase reporter;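 active = inhibition above the campaign mean plus 3 SD, with each screening campaign given its own cutoff, cut at about 60% in these data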;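 note: 0% = DMSO treated cells and 100% = gossypol at 36 µM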
SRC3 inh: SRC3 coactivator transcriptional activity inhibitors, primary screen, cell-based, luminescence; Nuclear receptor coactivator 3 (Homo sapiens), Q9Y6Q9; HEK293 GAL4-SRC3 luciferase reporter; inhibition, % at 3.6 µM; hit rate 0.17% among 360,000;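 active = inhibition above a per-campaign cutoff, the mean of all compounds plus 3 SD, cut at about 60% in these data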;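 note: 0% = DMSO-treated cells and 100% = gossypol-treated cells at 36 µM; higher means less SRC3-driven luciferase light from the GAL4 reporter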
TLR9-MyD88 inh: inhibitors of TLR9-MyD88 association in cells, primary screen, cell-based, CHO, BLA complementation, fluorescence | Toll-like receptor 9 (Homo sapiens) + Myeloid differentiation primary response protein … | CCF4 FRET ratio | inhibition, % at 4.98 µM | hit rate 0.21% among 340,000 | AID 504734, 2011;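 active = inhibition above the mean over all tested compounds plus 3 SD, cut at about 21% in these data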;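 note: 0% = DMSO only wells and 100% = clavulanate BLA inhibitor control wells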
EBV LMP1 NFkB: EBV LMP1-driven NF-kappaB luciferase reporter inhibitors, primary screen, cell-based, luminescence, single point; LMP1-induced NF-kappaB luciferase reporter cells; inhibition, % at 12.5 µM; hit rate 0.69% among 350,000; in the data active = inhibition above about 41%;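 note: 0% = neutral control wells and 100% = reference inhibitor control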
TROY NFkB inh: inhibitors of TROY-driven NF-kB signaling, primary screen, Q293 LMP1-TROYcd cells, NF-kB luciferase, uHTS; inhibition, % at 10 µM; hit rate 0.98% among 360,000; Q293 LMP1-TROYcd NF-kB luciferase reporter, 4 h;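 active = compounds whose plate-normalised and pattern-corrected inhibition of the luciferase reporter signal at the single screening dose is 50% or more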
C8 TRAIL sens: viability loss with TRAIL in NB7+C8 cells, primary screen, TRAIL sensitizer project, cell-based, ATPlite luminescence | hit rate 1% among 360,000 | inhibition (viability loss, TRAIL sensitization), % at 10 µM;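 active = compounds causing at least 50% loss of cell viability in the single-dose screen, relative to plate controls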
The depositor's hits bear a star; . = not tested or not shown; & = joins results of further samples.

SMILES | NOD2 RIPK2 PPI | SRC2 inh | Vif inh | NR2F2 inh | LRH-1 inv ag | SRC1 inh | SRC3 inh | TLR9-MyD88 inh | EBV LMP1 NFkB | TROY NFkB inh | C8 TRAIL sens
CCn1c(O)c(C=NCCc2c[nH]c3ccccc23)c(=O)[nH]c1=O | -2 | 2 | 1 | 1 | -10 | -19 | 4 | 12 | -4 | -9 | -11
O=c1c2ccccc2nc(-c2ccoc2)n1-c1ccccc1 | -9 | . | -7 | . | 22 | -3 | 14 | -7 | 0 | 22 | 5
Cc1nc2ccc(Cl)cc2c(=O)n1-c1cccc(Cl)c1 | -12 | -12 | -2 | 1 | -17 | -6 | -9 | 8 | 10 | -6 | -10
COc1ccc(-c2n(-c3ccccn3)c3ccccc3[n+]2-c2ccccn2)cc1 | 0 | -6 | 4 | -13 | 12 | 2 | 5 | 7 | -7 | -10 | 14
Cc1cccc(C)c1-n1nnnc1C(c1cccc2ccccc12)N1CCC(n2c(=O)[nH]c3ccccc32)CC1 (stereo not drawn) | 13 | 15 | -3 | -19 | 1 | 0 | 5 | . | . | 18 | 7
O=c1[nH]c(=O)n(Cc2ccccc2)c(O)c1/C=N/Nc1c(F)c(F)c(F)c(F)c1F | -17 | -14 | 4 | -27 | -11 | -7 | 9 | . | . | 2 | 0
O=C1NC(=O)C(=Cc2ccc(Cl)cc2)C(=O)N1 | 6 | -5 | . | 18 | 4 | . | . | . | . | -7 | 3
N=C(N)c1c(O)n(C2CCCCC2)c(=O)n(C2CCCCC2)c1=O | 9 | -17 | -1 | 22 | 2 | -16 | 6 | 21 | -13 | 23 | 4
CS(=O)(=O)c1ccc(C2=C(CNC(=O)c3cccnc3)[C@H]3CC[C@@H](C2)N3Cc2ccco2)cc1 | 1 | -9 | -2 | -10 | 9 | 5 | -3 | -47 | -2 | 4 | -28
N=C1c2ccccc2CN1NC(=O)c1ccc(Br)o1 | -3 | -21 | -7 | -13 | 14 | 3 | -1 | 2 | -14 | -18 | -1
CN(C)C=C1C(=O)N(C2CCCCC2)C(=O)N(C2CCCCC2)C1=O | -9 | -4 | 1 | -5 | 1 | 4 | 11 | 0 | 4 | -3 | -19
CCOC(=O)C1(c2ccccc2)CCN(CCC(=O)Nc2cccc(Br)c2)CC1 | 1 | -31 | -8 | -2 | -1 | 1 | 9 | 6 | -84 | 0 | 19
CCCNC(=O)N1[C@H]2CC[C@@H]1C(C(=O)OC)=C(c1ccc(F)cc1OCc1ccccc1)C2 | 1 | . | 1 | . | 7 | 0 | -16 | -3 | 1 | -18 | 3
COC(=O)c1c(C)[nH]c(C(=O)C(C)[N+]23CCN(CC2)CC3)c1C (stereo not drawn) | -1 | -5 | -3 | -8 | 13 | -22 | 14 | 7 | 0 | 15 | -19
Cc1ccc(Cn2cc(C=O)c3ccccc32)cc1 | 6 | -12 | -17 | 20 | 37 | 10 | 12 | -11 | 36 | 30 | 15
c1ccc2[nH]c(CCNC3CCCCC3)nc2c1 | -2 | -10 | 3 | -4 | 12 | -22 | 3 | 8 | 4 | 1 | -13
CC(C)CCNC(=O)CN1C(=O)CN=C(c2ccccc2)c2ccccc21 | 1 | 13 | -4 | 1 | 5 | 6 | -2 | 6 | 3 | -2 | -5
O=C1NC(=O)N(Cc2ccccc2)C(=O)/C1=C\c1ccco1 | -1 | -14 | -2 | -27 | -19 | -7 | 13 | -4 | 7 | -9 | 8
CCOC(=O)c1c(C=O)c2ccccc2n1Cc1ccccc1F | -4 | 2 | -11 | -15 | -10 | 9 | 0 | 1 | 3 | -11 | 5
Cc1ccsc1C(=O)C1CCCN(Cc2cnc(N3CCOCC3)s2)C1 (stereo not drawn) | -1 | -5 | -7 | 25 | 20 | -4 | 12 | 2 | 2 | 16 | -2

Part of the list above in another layout:
canonical_smiles	NOD2 RIPK2 PPI	SRC2 inh	Vif inh	NR2F2 inh	LRH-1 inv ag	SRC1 inh	SRC3 inh	TLR9-MyD88 inh	EBV LMP1 NFkB	TROY NFkB inh	C8 TRAIL sens
COC(=O)c1c(C)[nH]c(C(=O)C(C)[N+]23CCN(CC2)CC3)c1C (stereo not drawn)	-1	-5	-3	-8	13	-22	14	7	0	15	-19
Cc1ccc(Cn2cc(C=O)c3ccccc32)cc1	6	-12	-17	20	37	10	12	-11	36	30	15

The list continues.
SMILES | NOD2 RIPK2 PPI | SRC2 inh | Vif inh | NR2F2 inh | LRH-1 inv ag | SRC1 inh | SRC3 inh | TLR9-MyD88 inh | EBV LMP1 NFkB | TROY NFkB inh | C8 TRAIL sens
O=C(c1cc2ccccc2oc1=O)N1CCC2(CC1)OCCO2 | 1 | 8 | 8 | -2 | -1 | 7 | 16 | 6 | -3 | -3 | -3
CCCNS(=O)(=O)c1ccc(OCC(=O)N2CCN(Cc3ccc4c(c3)OCO4)CC2)cc1 | 8 | 25 | -7 | 25 | 19 | -17 | 9 | 2 | 20 | 1 | 13
O=c1[nH]c(=O)n(Cc2ccco2)c(O)c1C=NCCCn1ccnc1 | 6 | 14 | -5 | -20 | -8 | -26 | 1 | 9 | -1 | 9 | 5
Cc1ccccc1NC(=O)CCl | -10 | -22 | 2 | -19 | 40 | -39 | -27 | 6 | -43 | 10 | -4
COc1ccc(N2C(=O)NC(=O)/C(=C\c3cn(C)c4ccccc34)C2=O)cc1 | -1 | . | -13 | . | 0 | 0 | 15 | 11 | 1 | -20 | -23
COc1cccc(N2C(=O)NC(=O)/C(=C/c3ccc([N+](=O)[O-])s3)C2=O)c1 | -4 | 9 | -6 | -20 | 3 | -1 | -17 | 0 | -2 | 12 | -1
O=S(=O)(c1ccc(Cl)cc1)N1Cc2cc(Br)ccc2-n2nncc2C1 | -6 | -19 | 4 | 16 | 2 | 7 | -24 | . | . | 4 | 9
Cn1c(=O)c2c(nc(-c3ccc(N(CCCl)CCCl)cc3)n2C)n(C)c1=O | 4 | 1 | 26 | 1 | 1 | 5 | 5 | 9 | -3 | 15 | -15
c1cc2c(cc1N1CCOCC1)CNCc1cnnn1-2 | 0 | -4 | -8 | -2 | 19 | 4 | 2 | . | . | -7 | -16
CN(C)c1ccccc1 | -5 | -11 | -2 | 11 | 10 | 0 | -11 | -4 | 4 | -6 | -8
O=C1CC(=O)N(Cc2ccccc2)C(=O)N1 | -18 | -1 | 3 | 3 | 5 | 7 | -16 | -20 | -6 | -2 | -5
Cn1c(=O)cc(SCC(=O)N2CCC3(CC2)OCCO3)c2ccc(Cl)cc21 | -4 | -19 | 9 | -6 | -4 | -29 | -2 | 0 | -18 | 7 | -14
COc1ccc(C(=O)NC(=S)N2C[C@H]3C[C@H](C2)c2cccc(=O)n2C3)cc1 | -8 | -12 | 8 | -4 | -9 | -18 | -23 | -6 | -11 | 0 | -5
C[N+](C)(N)CCOC(=O)C(O)(c1ccccc1)C1CCCCC1 (stereo not drawn) | -14 | 22 | 14 | 6 | 14 | 12 | 23 | 1 | 2 | -27 | 4
COCCNC(=O)c1c(NC(=O)c2ccc(Br)o2)n(Cc2ccccc2)c2nc3ccccc3nc12 | -4 | 10 | -11 | 13 | 11 | -17 | 18 | -5 | 2 | 68* | 15
CCOP(=O)(CN(CC)CCNP(=O)(OCC)OCC)OCC | -7 | -15 | -6 | 11 | 4 | -17 | -51 | 9 | 6 | -2 | -3
CN(C)CP(=O)(Nc1ccccc1)N(C)C (stereo not drawn) | -9 | 7 | 4 | 1 | 15 | -14 | -18 | 2 | 4 | 43 | -7
CCOc1ccc2nc(N=Nc3c(O)[nH]c(=O)[nH]c3=O)sc2c1 | -12 | -3 | -2 | 11 | -6 | -4 | 15 | -22 | -5 | 9 | 1
CCOC(=O)C1CCCCC12C(C#N)=C(N)Oc1n[nH]c(C)c12 (stereo not drawn) | 9 | -29 | -1 | -1 | 3 | -49 | 5 | -6 | -1 | -1 | -10
Oc1c(Cl)cc(Cl)cc1CN1CCN(Cc2ccccc2)CC1 | -7 | 8 | . | -8 | -10 | 18 | 2 | 4 | -2 | 29 | 5
CC(=O)N1CC(=O)Nc2ccc(Cl)cc2C1c1ccc(F)cc1 (stereo not drawn) | -15 | -2 | . | -14 | -17 | -1 | 4 | 1 | -11 | -10 | -3
Cc1ccc(-n2c(=S)[nH]c3ccccc3c2=O)cc1F | 4 | -47 | . | -26 | -55 | -73 | -52 | -9 | -11 | -24 | 11
C=CCN1CC[C@]23c4c5ccc(O)c4OC2C(=O)CC[C@@]3(O)C1C5 (stereo partly drawn) | -9 | 12 | 1 | 3 | 12 | -5 | -3 | 11 | 9 | -9 | 1
C=CCn1c(O)c(/C=N/N2CCOCC2)c(=O)[nH]c1=S | 2 | 7 | 1 | 9 | 11 | -7 | 18 | -8 | -4 | -8 | -5
CCC1(Oc2ccccc2)C(=O)NC(=O)NC1=O | 0 | -15 | 1 | -58 | 3 | -2 | -1 | -8 | 6 | 9 | -13
CCC(C)NC(=O)CN1C(=O)CN=C(c2ccccc2)c2ccccc21 (stereo not drawn) | -5 | -5 | 3 | 7 | 17 | -4 | 8 | -3 | 2 | 11 | 1
OC1CCCCC1N1CCC(c2ccccc2)CC1 (stereo not drawn) | -11 | -11 | -6&1 | -3 | -6 | 10 | 1 | 11 | 6 | 1 | 9
CCC(=NCCCN1CCOCC1)c1c(O)n(-c2ccccc2C)c(=O)[nH]c1=O | -3 | -5 | 4 | 14 | 3 | 5 | 4 | 5 | 4 | 7 | -1
O=C1CN=C(c2ccccc2)c2ccccc2N1Cc1ccc(C(F)(F)F)cc1 | -9 | 20 | . | 12 | 13 | 6 | 21 | 6 | 3 | 12 | -1
COc1ccc(CCn2c(O)c(C=NCCCn3ccnc3)c(=O)[nH]c2=O)cc1OC | 2 | 1 | 7 | -14 | 3 | 16 | 11 | 2 | 3 | 17 | -7
O=C(O)c1ccc(N=Cc2c(O)n(Cc3ccc(F)cc3)c(=O)[nH]c2=O)cc1 | -7 | 14 | 8 | 7 | 0 | -14 | 0 | -4 | -2 | 11 | 4
NN=C(N)N | -1 | -16 | -4 | 10 | -7 | 8 | 3 | -2 | -2 | 15 | -2
CN(C)c1ccc(/C=C2\C(=O)NC(=O)N(CCc3ccc(F)cc3)C2=O)cc1 | 0 | -10 | -2 | 6 | -16 | -36 | 22 | 4 | 0 | 0 | -27
CC(=O)Nc1ccc(N=Cc2c(O)n(Cc3ccco3)c(=O)[nH]c2=O)cc1 | -3 | 9 | . | 11 | 9 | -4 | 4 | . | -1 | 2 | -9
CC(=NCCC1=CCCCC1)c1c(O)n(-c2ccccc2)c(=O)[nH]c1=O | 0 | 6 | 3 | -10 | 9 | 8 | 10 | . | . | -3 | -15
COC1C(OC(=O)c2ccc(C)[nH]2)C(O)C(Oc2ccc3c(O)c(NC(=O)c4ccc(O)c(CC=C(C)C)c4)c(=O)oc3c2Cl)OC1(C)C (stereo not drawn) | -6 | -26 | -6 | -12 | 8 | -1 | 22 | -6 | -4 | 55* | 9

Only part of the results is shown; count on the stated rates, not on these rows.
